# Screening data from PubChem.
# FUS suppressor: qHTS for Suppressors of FUS Proteinopathy: Primary screen using FUS-linked yeast assay. S. cerevisiae FUS-expressing, growth rescue, OD600, 24 h. Potency, µM (highest dose often 76.6 µM), inactives show at the highest dose growth rescue (activation), actives largely listed as activators. hit rate 0.24% among 390,000. AID 1347120, 2019;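 also: potency is read from the fitted curve at half-maximal effect; plate controls were DMSO vehicle for no effect and reference control for full effect; nearly all actives have a fitted effect of over 55% in size; some results filed as inactive show a strong effect at the top dose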
#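 S. cerevisiae expressing FUS from galactose induction served as the toxicity model. Growth after 24hr at 30C, read as absorbance at 600 nm, indicates suppression of toxicity; compounds dosed at several concentrations.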
# EPAC2 antag: qHTS for Antagonist of cAMP-regulated guanine nucleotide exchange factor 2 (EPAC2): primary screen; Rap guanine nucleotide exchange factor 4 (Homo sapiens), Q8WZA2; EPAC2 GEF exchange of Rap1B-BODIPY-GDP, fluorescence; Potency, µM (doses to about 114 µM), for inactives: top-dose activity, negative = inhibition, usual class: inhibitors; hit rate 0.18% among 360,000; AID 720708, 2013; also: potency is read from the fitted curve at half-maximal effect; % is scaled to controls: 0 for no effect and ±100 for the full control effect; nearly all actives have a fitted effect of over 45% in size; many of its hits are not listed in these tables
# Target sequence (Q8WZA2 whole entry, looked up): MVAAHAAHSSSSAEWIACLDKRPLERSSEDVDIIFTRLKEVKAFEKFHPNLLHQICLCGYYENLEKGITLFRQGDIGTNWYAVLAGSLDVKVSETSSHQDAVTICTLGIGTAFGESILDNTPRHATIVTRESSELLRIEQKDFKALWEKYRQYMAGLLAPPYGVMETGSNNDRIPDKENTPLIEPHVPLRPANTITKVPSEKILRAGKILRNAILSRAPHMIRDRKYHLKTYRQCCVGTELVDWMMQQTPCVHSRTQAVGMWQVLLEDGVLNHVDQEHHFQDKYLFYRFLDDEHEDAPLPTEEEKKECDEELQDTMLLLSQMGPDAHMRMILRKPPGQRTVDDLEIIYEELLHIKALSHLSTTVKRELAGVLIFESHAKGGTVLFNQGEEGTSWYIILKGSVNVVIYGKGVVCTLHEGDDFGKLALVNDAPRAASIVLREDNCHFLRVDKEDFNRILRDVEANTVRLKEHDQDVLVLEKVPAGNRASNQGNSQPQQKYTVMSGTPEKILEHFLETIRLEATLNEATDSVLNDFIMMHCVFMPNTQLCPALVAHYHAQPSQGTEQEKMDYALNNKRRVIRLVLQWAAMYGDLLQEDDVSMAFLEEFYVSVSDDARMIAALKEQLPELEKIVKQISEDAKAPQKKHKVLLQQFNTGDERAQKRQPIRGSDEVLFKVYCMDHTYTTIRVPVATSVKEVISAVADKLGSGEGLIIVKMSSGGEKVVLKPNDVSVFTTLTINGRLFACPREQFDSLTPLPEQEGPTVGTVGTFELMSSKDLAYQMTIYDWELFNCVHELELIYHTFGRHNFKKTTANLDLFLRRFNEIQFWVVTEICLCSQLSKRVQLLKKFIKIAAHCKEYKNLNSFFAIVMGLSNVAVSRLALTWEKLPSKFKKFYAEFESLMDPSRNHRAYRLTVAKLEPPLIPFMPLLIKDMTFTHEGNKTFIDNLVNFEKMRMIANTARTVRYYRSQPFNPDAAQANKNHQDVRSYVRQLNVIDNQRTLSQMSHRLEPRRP
# EPAC2 agonist: qHTS for Agonist of cAMP-regulated guanine nucleotide exchange factor 4 (EPAC2): primary screen | EPAC2 activation, biochemical qHTS; response scale: 100% = 6.5 mM cAMP response | Potency, µM (top dose mostly 154 µM), for inactives: at the top dose activation, actives largely listed as activators | hit rate 0.079% among 360,000 | AID 720711, 2013; also: potency is read from the fitted curve at half-maximal effect; nearly all actives have a fitted effect of over 50% in size
#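 Compounds were added across a concentration range to EPAC2 (100 nM), RAP1B-BODIPY-GDP (250 nM) and GDP (50 uM). After 5 min at room temperature, fluorescence was recorded at 5-min intervals for 30 min.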
# D3 antag: qHTS of D3 Dopamine Receptor Antagonist: qHTS; D(3) dopamine receptor (Homo sapiens), P35462; D3R cells, DiscoveRx beta-arrestin luminescence, antagonist mode; hits give low values; max response, negative = inhibition, %; hit rate 2.5% among 360,000; AID 652054, 2013; in the data active = max response below about -50%; inconclusive = no clear call, values can overlap the other calls; also: % is scaled to controls: 0 for no effect and ±100 for the full control effect; mostly tested at two doses, the higher about 12 µM
#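 Cells plated overnight at 1500 cells/well, then exposed to library compounds with dopamine controls for 90 minutes at 37 degrees C. DiscoveRx reagent added for 30–60 minutes at room temperature; luminescence read, quantitative HTS format.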
# TDP-43 yeast inh: qHTS of TDP-43 Inhibitors. TDP-43 expressing yeast growth rescue, BacTiter-Glo, 24 h. Potency, µM (series often up to 46.1 µM), without a hit: at the top dose growth rescue (activation), actives largely listed as activators. hit rate 1.8% among 410,000. AID 652104, 2013; also: potency is read from the fitted curve at half-maximal effect; % of control where 0% means no effect; nearly all actives have a fitted effect of over 50% in size
#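 Growth rescue of TDP-43-toxic yeast measured as ATP luminescence (BacTiter-Glo). Cells grown to mid-log in raffinose, induced in galactose at OD600=0.02, exposed to compound 24 hr at 30 deg C.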
# aSyn yeast inh: qHTS of alpha-syn Inhibitors | Yeast expressing alpha-synuclein, growth rescue, BacTiter-Glo, 24 h | Potency, µM (highest dose often 46.1 µM), for the others: at the highest dose growth rescue (activation), most hits filed as activators | hit rate 0.14% among 370,000 | AID 652106, 2013; also: potency is read from the fitted curve at half-maximal effect; % of control where 0% means no effect; nearly all actives have a fitted effect of over 65% in size
#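 Rescue of yeast growth: cells expressing toxic alpha-synuclein, induced in galactose at OD600 0.02, incubated with compound 24 h at 30 C. ATP luminescence quantified growth; inhibitors of toxicity appear as activators.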
# D3 ag: qHTS of D3 Dopamine Receptor Agonist: qHTS; D3R DiscoveRx beta-arrestin cells, luminescence, 90 min; AID 652048, 2013; D(3) dopamine receptor (Homo sapiens), P35462; hit rate 0.58% among 410,000; max activation, %; in the data active = max activation above about 30%; also: 0% is about no effect; mostly tested at two doses, the higher about 12 µM
#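 Cells at 1500/well, incubated overnight, then treated with pinned compounds (dopamine as control) for 90 min at 37 degrees C. DiscoveRx reagent added for 30 - 60 minutes at room temperature; luminescence read.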
# Abeta rescue: qHTS for compounds that reverse cellular toxicity of Amyloid beta (A-beta) peptide in yeast: Primary Screen; yeast expressing A-beta42, growth rescue, OD600, 48 h; response scale: 0% DMSO, 100% iron-clioquinol control; Potency, µM (doses to about 46.1 µM), for inactives: at the highest dose growth rescue, actives largely listed as activators; hit rate 0.063% among 410,000; AID 1347071, 2019; also: potency is read from the fitted curve at half-maximal effect; nearly all actives have a fitted effect of over 55% in size
#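 Yeast A-beta toxicity model in growth medium with pinned compounds, 48 h at 30 C; growth read as absorbance at 600 nm. Normalized to FeCl3/clioquinol equimolar mix (positive) and DMSO (negative).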
# The depositor's hits bear a star; ? = inconclusive; . = no result given; [ ] = dose if it differs, or a comment. Unless noted, calls follow the shape of the dose curve; as a rule, active = well fitted curve in the direction sought with a large enough effect; inconclusive = small, poorly fitted or top-dose-only effect, or another doubt; inactive = no such curve, though single readings can be large; an effect the other way counts as inactive or inconclusive.
SMILES,FUS suppressor,EPAC2 antag,EPAC2 agonist,D3 antag,TDP-43 yeast inh,aSyn yeast inh,D3 ag,Abeta rescue
O=C(NC(=S)Nc1ccc2[nH]c(=O)[nH]c2c1)c1cncc(Br)c1,33.8%,-1.4%,13.9%,?,-14.2%,-4.4%,-17.9,-6.2%
CN(C)CCCN(C(=O)c1cc(-c2cccs2)nc2ccccc12)c1nc2ccc(F)cc2s1,42.9%,8.0%,15.3%,-14.9,-9.2%,-28.6%,-29.1,-12.0%
CCOc1ccc(NC(=O)CN(C)C(=O)c2cccnc2SC)cc1OCC,7.5%,8.1%,6.1%,-4.3,2.3%,0.6%,-1.1,8.2%
CCN(CCNS(=O)(=O)c1ccc2c(c1)oc(=O)n2C)c1ccccc1,-8.3%,-2.1%,7.7%,18.3,0.0%,-9.2%,2.6,5.3%
N/C(=N\OC(=O)COc1ccc(Br)cc1Cl)c1ccncc1,2.5%,-23.1%,-2.4%,-21.7,26.5%,6.3%,0.0,8.1%
COc1ccc(C[C@](C)(N)C(=O)O)cc1OC,-28.9%,11.0%,-2.0%,5.1,12.1%,2.4%,16.1,-2.5%
COc1ccccc1N1CC(C(=O)Nc2cc(C(F)(F)F)ccc2N2CCCC2)CC1=O (stereo unspecified),24.0%,8.0%,-2.3%,14.1,17.9%,2.7%,5.0,8.5%
COCCN1C(=O)CCC1(C)c1nnnn1-c1ccc2ccccc2c1 (stereo unspecified),0.3%,0.4%,4.7%,14.5,19.8%,-2.7%,7.6,6.0%
CC(CCc1ccccc1)NC(=O)Cn1ncc2c3ccccc3n(Cc3cccc(Cl)c3)c2c1=O (stereo unspecified),-20.1%,.,.,.,6.0%[9.22 µM],.,4.5,-1.9%
CCC(C)NC(=O)CSc1nc2cc3c(cc2c(=O)n1Cc1ccco1)OCO3 (stereo unspecified),-8.8%,1.9%,-4.5%,7.2,18.2%,5.2%,1.6,-14.5%
Cc1ccc(N(C(=O)c2ccc(CN3CCOCC3)o2)C(C(=O)NCCC(C)C)c2cccs2)c(C)c1 (stereo unspecified),.,-6.9%,-1.5%,3.8,-11.2%,5.5%,7.2,3.7%
COc1cccc(OC)c1OCCOCCn1cnc2ccccc2c1=O,16.6%,-3.2%,-0.4%,-1.8,-18.5%,2.0%,-7.5,5.0%
Cc1cc(C)c(S(=O)(=O)N2CCCC2=O)c(C)c1,-13.7%,-3.1%,7.2%,10.5,7.8%,-0.6%,2.7,-4.0%
COCC(=O)N[C@@H]1c2ccccc2CC[C@@H]1OCc1ccccc1,5.1%,-18.9%,4.3%,?,8.6%,0.0%,-8.5,-6.0%
COC(=O)CCC(=O)OC1(C)C(=O)C=C2C=C(C3CC3)N(CC3CC3)C=C2C1=O (stereo unspecified),-12.6%,3.5%,0.8%,-14.0,9.5%,-4.8%,11.8,-2.3%
C=CCNc1oc(Cc2cccc3ccccc23)nc1C#N,?,-12.1%,10.3%,-8.7,14.3%,-16.7%,3.2,1.0%
C/C(N)=C(/C#N)C(=O)COC(=O)CSc1ccccc1,10.1%,-3.7%,5.5%,-17.6,-1.0%,4.8%,3.0,?
Cc1cc2cc(CCNC(=O)c3cccc([N+](=O)[O-])c3)c(=O)[nH]c2cc1C,-1.9%,0.6%,3.9%,14.4,8.1%,2.2%,-4.0,3.9%
COc1ccc2c(c1)CC(C(=O)NCCCN1CCN(c3ccccc3F)CC1)CO2 (stereo unspecified),-12.8%,.,.,.,0.0%[9.22 µM],.,13.7,9.9%
CCC(=O)Nc1cc(ON=C(C)C)cc([N+](=O)[O-])c1,-7.5%,0.3%,7.4%,-5.7,?,-10.7%,-6.8,1.0%
O=C(CCn1c(=O)c2ccccc2n(Cc2cc(=O)n3ccccc3n2)c1=O)NCc1ccco1,2.3%,0.1%,-3.6%,8.3,8.7%,1.9%,2.0,4.4%
CCCCC(C)Sc1nc2c([nH]1)c(=S)n(C)c(=O)n2C (stereo unspecified),.,1.0%,-10.3%,27.5,?,-0.4%,23.9,-11.8%
COc1ccc(N2C3=C(CC4=C2CCCC4=O)C(=O)CCC3)cc1,?,6.8%,3.2%,-16.6,-15.6%,-6.3%,4.4,-24.2%
Cc1nn(-c2ccc(N3CCOCC3)nn2)c(C)c1CCC(=O)Nc1ccc(F)cc1,-0.4%,6.5%,-1.5%,-2.1,15.1%,9.3%,4.8,-18.4%
CS(=O)(=O)c1ccc(-n2nnc3ccccc32)c([N+](=O)[O-])c1,34.1%,-3.1%,10.7%,?,-21.7%,-2.5%,-11.2,-0.8%

# An excerpt from above, limited to EPAC2 antag, TDP-43 yeast inh and FUS suppressor:
mol	EPAC2 antag	TDP-43 yeast inh	FUS suppressor
O=C(NC(=S)Nc1ccc2[nH]c(=O)[nH]c2c1)c1cncc(Br)c1	-1.4%	-14.2%	33.8%
CN(C)CCCN(C(=O)c1cc(-c2cccs2)nc2ccccc12)c1nc2ccc(F)cc2s1	8.0%	-9.2%	42.9%
CCOc1ccc(NC(=O)CN(C)C(=O)c2cccnc2SC)cc1OCC	8.1%	2.3%	7.5%

# The list goes on:
SMILES,FUS suppressor,EPAC2 antag,EPAC2 agonist,D3 antag,TDP-43 yeast inh,aSyn yeast inh,D3 ag,Abeta rescue
COc1cc(CNCCN2CCOCC2)ccc1OCC(=O)NC(C)(C)C,-22.6%,5.9%,-6.6%,1.8,-5.3%,3.1%,10.6,-17.0%
CCOC(=O)C(Oc1ccc2c(-c3ccccc3)cc(=O)oc2c1C)c1ccccc1 (stereo unspecified),11.3%,-0.5%,8.1%,22.1,-5.9%,1.8%,8.6,9.6%
COc1ccc(-c2oc3c(c2C#CC(C)(C)O)C(OC)CCC3)cc1 (stereo unspecified),25.1%,-9.9%,0.9%,-7.4,?,-14.7%,-5.4,-2.9%
CC(C)Oc1c(Cl)cc(CNC(C)(C)CO)cc1Cl,-15.6%,-0.4%,7.4%,10.4,-12.9%,0.6%,1.7,13.0%
CC(=O)c1cccc(NS(=O)(=O)c2c(C)nc3sc(C)cn3c2=O)c1,13.7%,.,.,.,7.0%,.,0.9,-10.4%
O=C(c1ccc(Cl)cc1)N(Cc1ccco1)C1CCS(=O)(=O)C1 (stereo unspecified),-19.0%,-5.6%,1.5%,-17.1,17.1%,6.1%,2.1,-1.2%
C#Cc1ccc([C@H]2C=C(C(=O)N3CCOCC3)O[C@@H](OCC)[C@@H]2CCCO)cc1,3.5%,1.9%,7.9%,-24.8,-1.6%,6.9%,-11.5,-13.2%
COc1ccc(S(=O)(=O)Cc2ccc(C(=O)N3CCc4ccccc4C3)o2)cc1,24.5%,-12.8%,-4.1%,-22.7,17.2%,9.1%,-10.6,-7.2%
O=C(COC(=O)c1c(Cl)cccc1Cl)NC1CCCCCCC1,24.7%,1.0%,15.4%,-3.6,?,-12.3%,-0.2,-6.7%
Cc1cccc(OCC(=O)O/N=C(\N)Cc2cccs2)c1,-10.8%,-8.8%,18.5%,-19.6,4.5%,22.3%,-2.0,-6.6%
C[C@@H](NC(=O)c1ncn(Cc2ccccc2)c1C(=O)N[C@H](C)c1ccccc1)c1ccccc1,20.1%,4.8%,6.4%,-9.1,0.0%,-1.4%,-5.9,4.3%
COc1ccc(Br)cc1CNC(=O)Cn1c(=O)c2cccn2c2ccc(F)cc21,5.1%,.,.,.,-11.1%,.,-5.0,-20.6%
CN(CC(=O)O)Cc1oc(CO)cc(=O)c1O,.,-1.7%,6.4%,0.0,0.0%,-3.6%,2.2,1.9%
CC1CC(C)CN(CCCSc2ccccc2)C1 (stereo unspecified),.,23.5%,-5.1%,-50.6*,-7.3%,-1.1%,-9.9,2.5%
Cc1c(C(=O)N2CCCCCC2)c(S(=O)(=O)NCc2ccccc2Cl)c(C)n1C,-5.0%,5.8%,7.4%,-17.7,-5.6%,-3.3%,-4.1,8.1%
CCOC(=O)c1cnc2nc(COc3ccccc3)[nH]n2c1=O,14.8%,9.8%,-3.7%,5.6,23.7%,5.0%,22.1,-0.2%
COc1cc2c(cc1OC)C(=O)NCC(C)(C)O2,-19.7%,-1.7%,-0.3%,-7.7,-1.0%,-0.3%,-3.7,-11.4%
S=C(c1cn(Cc2ccc(Br)cc2)c2ccccc12)N1CCOCC1,.,-13.0%,0.0%,-23.3,?,-14.0%,-5.5,14.3%
COc1ccc(Cl)cc1C(=O)NNC(=O)c1nc2nc(C)cc(C)n2n1,18.3%,0.5%,7.6%,4.4,-11.7%,1.2%,-4.6,-1.2%
O=C(CCCN1C(=O)/C(=C/c2ccccc2)SC1=S)Nc1ccc(C(=O)O)c(O)c1,7.0%,0.1%,-2.9%,-5.5,-14.1%,-2.8%,9.3,-8.8%
Cc1cccc(NC(=O)CCc2c(C)nc3nc(CNC(=O)c4cccc(F)c4)nn3c2C)c1,-4.5%,.,.,.,?,.,2.5,7.3%
C=CCN(CC=C)C(=O)Nc1cc(OC)ccc1OC,4.1%,-0.5%,11.1%,6.9,0.1%,5.2%,7.3,1.9%
CCSc1nnc(NC(=O)c2c(-c3ccccc3Cl)noc2C)s1,40.0%,7.8%,2.9%,0.0,-11.2%,6.0%,0.4,-0.5%
Fc1ccc(COc2ccc(C(=S)N3CCCC3)cc2)cc1,10.2%,-0.8%,5.6%,-12.6,12.6µM*,-16.2%,0.6,?
Cc1ccccc1C(=O)N1CCC(C(=O)N(CC(C)C)c2c(N)n(Cc3ccccc3)c(=O)[nH]c2=O)CC1,7.3%,1.1%,2.5%,2.3,19.0%,0.0%,8.3,1.3%
Cc1onc(-c2ccccc2Cl)c1C(=O)Nc1cccc(-c2cn3cccnc3n2)c1,21.7%,-0.2%,11.4%,21.9,-18.8%,2.0%,12.7,4.9%

# Only part of the results is shown, so the mix of outcomes need not match the whole.
